Myeloid diff 2: compounds promoting myeloid differentiation; ER-HoxA9 myeloid progenitors, lysozyme-GFP differentiation, flow cytometry; calls only at 10 µM; 1% of 360,000 active; AID 624256;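 active = normalized GFP-positive differentiation at or above the plate's own cutoff, the solvent-only control mean plus 3 SD; inconclusive = no clear call, values can overlap the other calls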;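 also: cells exposed to compound for four days before flow analysis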
TNAP activators: human TNAP enzyme activators, primary screen, biochemical, luminescent, no phosphate acceptor, uHTS (AID 1001). purified TNAP, luminescent activation assay, no phosphate acceptor; higher activation fold means a stronger effect. one-dose activation fold at 20 µM; EC50 in µM for titrated hits. 0.03% of 200,000 active; in the data active = activation fold from about 3, or a potency from the dose series; inactive = the rest, 99 in 100 with activation fold below about 1.6; also: many of its hits are not listed in these tables
Rac1 GTP hydrolysis: MgcRacGAP GTPase-activating activity inhibitors, confirmation, biochemical, ADP Hunter fluorescence | one-dose inhibition, % at 30 µM; IC50 in µM for titrated hits | 0.6% of 340,000 active | MgcRacGAP-stimulated Rac1 GTP hydrolysis, ADP Hunter fluorescence; higher % means a stronger effect; GST-tagged Rac1 F28L mutant substrate | AID 624330;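 active = first-screen hits whose inhibition reached a set limit at any dose in the follow-up dose series; inconclusive = inhibition above the set first-screen limit but never retested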;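 also: fluorescence reports GDP produced by GAP-driven GTP hydrolysis; strong numbers were not always called active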
Large T inhibition: TAg ATPase/helicase activity blockers – biochemical (AID 1903). 0.39% of 310,000 active. one-dose inhibition, % at 20 µM; IC50 in µM for titrated hits. SV40 large T antigen ATPase/helicase inhibition assay; higher % means a stronger effect; in the data active = a potency from the dose series; inconclusive = inhibition mostly from about 32% at the one dose, without a potency; inactive = the rest, 99 in 100 with inhibition below about 32%; also: strong numbers were not always called active
Salmonella PhoP GFP: inhibitors of PhoP regulon expression, primary screen, Salmonella Typhimurium, GFP reporter (AID 1863). S. Typhimurium PhoP-regulated promoter GFP reporter, 4 h; higher % means a stronger effect. inhibition, % at 50 µM; hits with a dose series show IC50 in µM. 0.16% of 300,000 active;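 active = inhibition over 29.93%, a cutoff 3 SD above the screen mean, later confirmed by dose response; inconclusive = inhibition over 29.93% but no dose response follow-up; inactive = inhibition at most 29.93% or unconfirmed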;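 also: 0% = low Mg2+ inducing control and 100% = high Mg2+ repressing control; strong numbers were not always called active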
NTR1 ag: NTR1-driven beta-arrestin-GFP spot formation – imaging, U2OS cells, high content, primary screen (AID 493036) | 0.17% of 330,000 active | P30989 | agonist mode | activation, % at 20 µM;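 active = activation at or above 40% of the spot to cytoplasm intensity ratio, with at least 20 cells analyzed; inconclusive = wells under 20 cells, flagged as cytotoxic or low count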;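 also: 0% = DMSO without peptide and 100% = 100 nM NTR1 peptide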
Target sequence (P30989 whole entry, looked up): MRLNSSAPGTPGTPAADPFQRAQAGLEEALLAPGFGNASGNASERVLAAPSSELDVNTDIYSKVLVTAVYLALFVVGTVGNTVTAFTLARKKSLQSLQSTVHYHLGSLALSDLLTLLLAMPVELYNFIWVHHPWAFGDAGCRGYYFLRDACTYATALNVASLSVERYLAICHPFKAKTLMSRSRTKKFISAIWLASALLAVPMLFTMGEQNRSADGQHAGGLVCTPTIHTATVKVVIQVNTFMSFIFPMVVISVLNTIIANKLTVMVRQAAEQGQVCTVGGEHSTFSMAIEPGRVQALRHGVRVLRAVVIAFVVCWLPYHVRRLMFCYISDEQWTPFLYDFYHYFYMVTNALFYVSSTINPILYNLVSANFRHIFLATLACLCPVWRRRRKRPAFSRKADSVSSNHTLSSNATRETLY
RSV CPE inhibition: inhibition of RSV-induced cytopathic effect – HEp-2 cells, primary 10 µM value included (AID 2391); one-dose CPE inhibition, % at 10 µM; IC50 in µM for titrated hits; 0.13% of 310,000 active; HEp-2 cells, RSV-induced CPE inhibition; higher % means a stronger effect; in the data active = a potency from the dose series; inconclusive = CPE inhibition mostly from about 23% at the one dose, without a potency; inactive = the rest, 99 in 100 with CPE inhibition below about 21%; also: strong numbers were not always called active
K1F lysis inhibition: inhibition of K1F phage lysis, E. coli UTI89, bacterial capsule biogenesis inhibitors, alamar blue (AID 488966). E. coli UTI89 K1F phage lysis, alamar blue, 2 h; higher % means a stronger effect. inhibition, % at 100 µM, or IC50 in µM where a hit was titrated. 0.02% of 340,000 active;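 active = phage lysis inhibition, versus mean bacterial control, above a set limit; inconclusive = no clear call, values can overlap the other calls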;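 also: capsule biogenesis inhibitors block K1F phage lysis so surviving cells raise fluorescence; higher fluorescence means more inhibition of phage lysis; actives were called in the ten point dose series up to 300 µM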
T cell HTS: T cell immune modulators affecting CD8 T cell-vesicle binding; 2C CD8+ T cell-vesicle binding, flow cytometry; hits give low values; calls only at 7 µM; 0.068% of 330,000 active;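 active = response, share of CD8 T cells binding vesicles, and their 90th percentile fluorescence all below set limits, cut at about 80% in these data, passing the limit was not always enough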
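Assay system – 2C mouse CD8+ T cells · Also added – QL9-loaded Drosophila micro-vesicles · Timing – Cell–vesicle co-incubation 1.5 h at 37 °C, staining 20 min on ice · Signal – flow cytometry of vesicle-bound cells · Measure – percent CD8+ FL2 mean versus row control · Controls – Peptide-free naked vesicles (low) and QL9 vesicles with 0.7% DMSO vehicle (high)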
T cell HTS vesicle-bound %: second read-out of T cell HTS, no call of its own (marks repeat the call); double positive events, %; measured here: CD8+ vesicle-bound cell fraction;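 binding gate set so that unloaded-vesicle control wells show 10% double positive cells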
NTR1 ag cell count 20 µM: second read-out of NTR1 ag, no call of its own (marks repeat the call); cell count; measured here: cell count, cytotoxicity flag
Myeloid diff 2 GFP+ MAC1+ %: also measured in Myeloid diff 2; calls as there; GFP+ MAC1+ double positive, %; measured here: differentiation confirmed by MAC1 staining
* hit, by the source's call; i = inactive; ? = inconclusive; . = not tested or not shown; & = joins results of further samples; [ ] = dose if it differs, or a comment.

SMILES | Myeloid diff 2 | Myeloid diff 2 GFP+ MAC1+ % | TNAP activators | Rac1 GTP hydrolysis | Large T inhibition | Salmonella PhoP GFP | NTR1 ag | NTR1 ag cell count 20 µM | RSV CPE inhibition | K1F lysis inhibition | T cell HTS | T cell HTS vesicle-bound %
CN(CCOc1ccc(Cl)cc1)Cc1cccc(S(=O)(=O)N(C)C)c1 | i | 0.3 | . | 0% | 5% | 3% | -0.6 | 45 | 5.5% | -0.2% | i | 10
CCOC(=O)N1CCC(N2CCCC(CO)(Cc3cccc(Cl)c3)C2)CC1 (stereo not given) | i | 0.2 | 1.1 | 3% | 9% | 1% | -1.2 | 71 | -1.0% | -0.4% | i | 34
O=C(CNS(=O)(=O)c1c(Cl)cccc1Cl)OCC(=O)c1ccc[nH]1 | i | 0.3 | . | 10% | 6% | -2% | 2.3 | 39 | 2.2% | -0.5%[50 µM] | i | 37
CC1CC(C)CN(C(=O)CSc2nnc(-c3ccc(F)cc3)o2)C1 (stereo not given) | i | 2.8 | 1.2 | -10% | -5% | -7% | 1.2 | 59 | -1.8% | 0.3% | i | 37
CCOC(=O)c1cc(C#N)c(SC(C)C(=O)NC2CCCCC2)nc1C (stereo not given) | i | 0.3 | . | 7% | . | . | -2.5 | 46 | 1.2% | 1.1%[50 µM] | i | 37
CC1(CC(=O)NNC(=O)Nc2ccccc2)OCCCO1 | i | 0.0 | 1 | 2% | 13% | -5% | -0.9 | 30 | 1.6% | -3.0% | i | 58
CCCc1cc(C(N)=O)c(NC(=O)c2cc(C)on2)s1 | i | 0.9 | 1.1 | 11% | 9% | 5% | 3.4 | 81 | 1.0% | 3.5% | i | 5
NC(=O)c1ccccc1NC(=O)CN1CCCCCC1 | . | . | . | 8% | 10% | -2% | 1.5 | 49 | 0.7% | 0.1% | i | 66
C=CCOc1c(CNc2ccc3[nH]c(=O)[nH]c3c2)cccc1OC | i | 0.3 | 1 | ? | 97µM* | 9% | 2.1 | 39 | ? | 0.1% | i | 54
CCOC(=O)Cn1c(=O)c2c(nc(N3CCOCC3)n2C)n(C)c1=O | i | 2.6 | 1.1 | 1% | 8% | -11% | 0.1 | 64 | -0.7% | 2.9% | i | 26
Oc1ccc(C=Nc2ccccc2-c2nc3ccccc3[nH]2)c(O)c1 | i | 0.3 | 1.9 | 11% | 8% | ? | 1.3 | 81 | 2.8% | 0.1% | i | 6
COc1ccc(N(C(=O)CNC(=O)c2ccco2)C(C(=O)NCC2CCCO2)c2ccc(OC)c(OC)c2)cc1 (stereo not given) | i | 0.8 | . | -2% | 2% | 5% | -0.4 | 59 | 1.9% | -0.4% | i | 16
OC1(c2ccc(Cl)cc2)CCN(Cc2nc(-c3cnccn3)no2)CC1 | i | 0.3 | 1.1 | 4% | 8% | -10% | 1.0 | 60 | -1.3% | 0.1% | i | 46
Cc1cc(C)c2oc(=O)cc(CN3CCC(C)CC3)c2c1 | i | 1.3 | . | 8% | 3% | 3% | 3.2 | 76 | 1.3% | 3.4%[50 µM] | i | 8
Fc1ccc(-c2nnc(SCc3cccnc3)o2)cc1 | i | 0.2 | 1 | . | 15% | 4% | -0.6 | 92 | 1.9% | . | i | 35
CCc1cccc(NC(=O)C(NC(=O)C2CCCCC2)C(C)C)c1 (stereo not given) | i | 0.5 | 1.1 | 7% | 8% | 1% | 2.3 | 63 | 0.2% | 0.1% | i | 35
CCCCOc1ccc(C(=O)CCN2CCCCC2)cc1 | i | 1.9 | 1.1 | 7% | 26%&11% | 2%&9% | -0.9 | 64 | -1.8% | 1.6% | i | 16
COC(=O)c1ccncc1N | i | 0.2 | 2 | 6% | 15% | -7% | -1.1 | 46 | 0.9% | 0.3% | i | 5
CC(=O)c1cc2c(cc1NC(=O)CN1CCN(c3cccc(C(F)(F)F)c3)CC1)OCO2 | i | 1.3 | 1.1 | 6% | 7% | -3% | 5.4 | 63 | 1.8% | 0.1% | i | 18
CCOc1ccccc1NC(=O)CSc1nnc(-c2cnccn2)n1CC | i | 0.2 | 1 | -2% | 2% | 1% | 1.6 | 85 | 1.7% | -0.3% | i | 20
O=C(O)c1cc(C(F)(F)F)nc2c(C(F)(F)F)cccc12 | i | 1.8 | 1.1 | 0% | 3% | -12% | 0.3 | 53 | -0.1% | -0.9% | . | .
COc1cc(C2C(C(=O)c3ccc(C)o3)=C(O)C(=O)N2c2cc(C)on2)ccc1O (stereo not given) | i | 1.5 | 1.2 | 11% | 14% | -7% | 0.2 | 33 | 1.6% | 0.2% | i | 52
CCOC(=O)C(C(=O)OCC)[C@@H]1CS(=O)(=O)C[C@H]1C(C(=O)OCC)C(=O)OCC | i | 0.7 | 1 | 5% | 13% | -7% | -0.2 | 42 | 0.1% | -0.7%[50 µM] | i | 41
COc1ccc(C2CC(=O)C(C=NCCO)=C(O)C2)cc1 (stereo not given) | i | 1.4 | . | 3% | -3% | 8% | -0.6 | 52 | 1.7% | -0.5% | i | 36
O=C(NCc1ccc2c(c1)OCO2)c1cccc(S(=O)(=O)N2CCCC2)c1 | i | 1.0 | . | 7% | 15% | -3% | 0.6 | 65 | 1.9% | 1.1%[50 µM] | i | 63
COc1cc(NC(=O)c2ccccc2[N+](=O)[O-])c(C(=O)O)cc1OC | i | 0.4 | 1 | 2% | -2% | 1% | 1.6 | 31 | 0.6% | 0.0% | i | 51
Nc1ncnc2c1ncn2[C@@H]1O[C@H](CNCc2ccc(-c3cc(C(F)(F)F)ccc3Cl)o2)[C@@H](O)[C@H]1O | i | 0.8 | . | 4% | . | . | 1.4 | 39 | . | 0.0% | . | .
O=S(=O)(c1ccc2c(c1)OCCO2)N1CCc2ccccc21 | i | 0.9 | 1.1 | 2% | 8% | -1% | 1.0 | 57 | 19% | 1.4% | i | 37
COc1cc(NC(=S)NCC2CCCO2)c(OC)cc1Cl (stereo not given) | i | 0.0 | 1.1 | 4% | 30% | 6% | -0.5 | 91 | 1.2% | 0.0% | i | 60
COc1ccc(S(=O)(=O)N2CCN(C(=O)c3ccc(NC(C)=O)cc3)CC2)cc1 | i | 1.2 | . | 0% | . | . | -0.4 | 54 | 2.1% | 0.4%[50 µM] | i | 42
CC(C)(C)c1nnc(N/N=C/c2ccccc2O)n(N)c1=O | ? | . | 2 | 5% | 28% | 18% | -1.5 | 74 | 3.9% | 1.1% | i | 6
O=C(Nc1ccccc1Sc1ccccc1)c1ccc(F)cc1 | i | 0.5 | 1.2 | 9% | -15% | 11% | 1.8 | 102 | 13% | 0.0% | i | 50
c1ccc(-c2cc(N3CCOCC3)nc(-c3ccccc3)n2)cc1 | i | 2.4 | 1 | 2% | 9% | 8% | 2.3 | 48 | 0.5% | 2.5% | i | 24
COc1ccccc1CCNC(=O)C(=O)c1cn(CC(=O)N2CCCC2)c2ccccc12 | ? | . | . | 5% | 6% | -6% | 1.1 | 62 | 1.9% | 0.0% | i | 8
O=C(CSc1nnc(C2COc3ccccc3O2)o1)N1CCCCC1 (stereo not given) | i | 1.0 | 1.2 | 1% | 0% | -4% | 0.0 | 62 | 1.5% | 4.7% | i | 65
O=C(Nc1nccs1)C1CC(=O)N(Cc2ccco2)C1 (stereo not given) | i | 0.3 | 1.1 | -9% | 6% | -8% | 2.7 | 58 | 0.7% | -0.2% | i | 36
CCC(=O)c1ccc(OC(=O)C2CCN(C3=NS(=O)(=O)c4ccccc43)CC2)cc1 | i | 0.8 | . | -8% | . | . | 0.2 | 71 | . | 0.0%[50 µM] | i | 49
Cc1cccc2cc(C(c3nnnn3C3CCCC3)N3CCOCC3)c(=O)[nH]c12 (stereo not given) | i | 0.3 | 1.1 | -4% | -1% | -16% | 2.7 | 89 | 3.3% | -0.1% | i | 51
NS(=O)(=O)c1ccccc1NC(=O)c1c(O)c2ccccc2[nH]c1=O | i | 0.3 | . | 8% | 20% | 2% | 0.0 | 49 | 8.4% | 0.1% | i | 20
CCOc1ccc(CN2CCN(Cc3cccn3-c3nccs3)CC2CCO)cc1 (stereo not given) | i | 0.3 | . | 12% | 13% | -7% | -0.2 | 72 | -1.3% | 0.2% | i | 56

Filtered by structure: the entries above with a COOH group.
SMILES | Myeloid diff 2 | Myeloid diff 2 GFP+ MAC1+ % | TNAP activators | Rac1 GTP hydrolysis | Large T inhibition | Salmonella PhoP GFP | NTR1 ag | NTR1 ag cell count 20 µM | RSV CPE inhibition | K1F lysis inhibition | T cell HTS | T cell HTS vesicle-bound %
O=C(O)c1cc(C(F)(F)F)nc2c(C(F)(F)F)cccc12 | i | 1.8 | 1.1 | 0% | 3% | -12% | 0.3 | 53 | -0.1% | -0.9% | . | .
COc1cc(NC(=O)c2ccccc2[N+](=O)[O-])c(C(=O)O)cc1OC | i | 0.4 | 1 | 2% | -2% | 1% | 1.6 | 31 | 0.6% | 0.0% | i | 51

The list continues:
SMILES | Myeloid diff 2 | Myeloid diff 2 GFP+ MAC1+ % | TNAP activators | Rac1 GTP hydrolysis | Large T inhibition | Salmonella PhoP GFP | NTR1 ag | NTR1 ag cell count 20 µM | RSV CPE inhibition | K1F lysis inhibition | T cell HTS | T cell HTS vesicle-bound %
CCC(C)[C@@H](N)C(=O)N/N=C/c1ccc2ncccc2c1 (stereo not given in full) | i | 0.5 | 1.1 | 8% | 3% | 9% | -0.9 | 60 | 1.8% | 5.7% | i | 44
C[C@]12c3[nH]c4cc(-c5ccco5)ccc4c3CCN1C(=O)[C@@H](CC(=O)NCCc1ccccn1)C[C@@H]2C(=O)N1CCOCC1 | i | 0.4 | . | 13% | . | . | -2.1 | 51 | . | 0.0% | . | .
CCOc1ccc(C(=O)CCC(=O)O)cc1 | i | 8.2 | 1.1 | 2% | -4% | 16% | 0.8 | 77 | . | -0.8% | i | 16
Cc1ccc(CS(=O)Cc2ccc(C(=O)NCc3ccc4c(c3)OCO4)o2)cc1 (stereo not given) | i | 2.0 | . | 8% | 15% | -2% | 0.1 | 60 | -1.8% | -0.1% | i | 35
CCc1sc(C(=O)NC2CCN(C)CC2)cc1Br | i | 5.7 | 1.1 | 9% | 4% | 19% | 0.5 | 61 | -2.0% | 2.4% | i | 15
Cc1c(C)c2cc(Cl)c(OCc3nn[nH]n3)cc2oc1=O | i | 0.5 | 1 | 10% | 27% | -2% | 1.3 | 56 | 1.0% | -0.1% | i | 42

From PubChem
